Bioassay records: PubChem, several laboratories
MCL1 BIM primary = disrupts human MCL1 binding to BIM-BH3 peptide | Q07820 | GST-MCL1 / FITC-Bim-BH3 fluorescence polarization | inhibition, % at 10.9 µM | 320,000 tested, 0.68% active | AID 2057;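 active = inhibition above the mean inhibition of all tested compounds plus 3 SD, set per campaign, cut at about 40% in these data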;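 note: 0% = DMSO wells and 100% = unlabeled Bim-BH3 peptide control; higher means more loss of mP so more displacement of Bim peptide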
Target sequence (Q07820 whole entry, looked up): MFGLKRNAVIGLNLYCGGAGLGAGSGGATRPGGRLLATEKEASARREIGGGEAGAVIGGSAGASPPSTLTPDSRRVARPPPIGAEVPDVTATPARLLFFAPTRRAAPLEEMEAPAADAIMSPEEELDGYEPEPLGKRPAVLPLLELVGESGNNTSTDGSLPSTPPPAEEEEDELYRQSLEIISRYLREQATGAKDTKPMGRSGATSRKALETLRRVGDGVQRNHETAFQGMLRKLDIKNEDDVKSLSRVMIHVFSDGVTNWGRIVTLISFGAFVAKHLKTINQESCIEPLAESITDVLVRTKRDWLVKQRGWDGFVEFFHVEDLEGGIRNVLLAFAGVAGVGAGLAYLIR
GRK2 aptamer HTS = inhibitors of human GRK2 displacing RNA aptamer | bead flow cytometry, FAM-aptamer displacement from GRK2 | inhibition of aptamer binding, % at 10 µM | 330,000 tested, 0.59% active | AID 488847;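 active = inhibition of aptamer binding above 40%, roughly 3 SD of noise, on plates passing a quality check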;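 note: median bead fluorescence of bound FAM aptamer so fluorescent compounds give negative values; no value below 0 was filed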
CIT2 TOR yeast = modulators of TOR pathway CIT2-GFP in S. cerevisiae | GFP response vs DMSO, % at 10 µM | 320,000 tested, 0.065% active | AID 2029 | S. cerevisiae CIT2-GFP strain, flow cytometry, 3 h; 100 means same as DMSO wells;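 active = GFP response relative to DMSO above a set limit, near the screen mean plus 3 SD, cut at about 150% in these data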;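 note: ratio of well median GFP fluorescence to mean of DMSO wells on the plate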
AGP1-GFP MLPCN = alters AGP1-GFP fluorescence in TOR pathway yeast screen | 320,000 tested, 0.02% active | S. cerevisiae AGP1-GFP multiplex flow cytometry, 3 h; GFP as percent of DMSO wells | AID 2066 | GFP response vs DMSO, % at 10 µM;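 active = GFP response relative to DMSO above a set limit, near screen average plus 3 SD, cut at about 150% in these data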;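 note: median GFP channel fluorescence of the gated AGP1 strain per well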
MEX-5 binding = C. elegans MEX-5 TCR-2 RNA binding activity. Q9XUB2. MEX-5/FITC-TCR2 RNA binding, fluorescence polarization; hits give low values. activity score (negative = inhibition of binding), % at 10 µM. 300,000 tested, 0.38% active. AID 1832;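 active = inhibition past about -25% in most replicates, and total fluorescence under double the plate's negative control median, limit read from the data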;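 note: 0% = DMSO and -100% = 5 µM competing unlabeled TCR2 RNA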
Target sequence (Q9XUB2 whole entry, looked up): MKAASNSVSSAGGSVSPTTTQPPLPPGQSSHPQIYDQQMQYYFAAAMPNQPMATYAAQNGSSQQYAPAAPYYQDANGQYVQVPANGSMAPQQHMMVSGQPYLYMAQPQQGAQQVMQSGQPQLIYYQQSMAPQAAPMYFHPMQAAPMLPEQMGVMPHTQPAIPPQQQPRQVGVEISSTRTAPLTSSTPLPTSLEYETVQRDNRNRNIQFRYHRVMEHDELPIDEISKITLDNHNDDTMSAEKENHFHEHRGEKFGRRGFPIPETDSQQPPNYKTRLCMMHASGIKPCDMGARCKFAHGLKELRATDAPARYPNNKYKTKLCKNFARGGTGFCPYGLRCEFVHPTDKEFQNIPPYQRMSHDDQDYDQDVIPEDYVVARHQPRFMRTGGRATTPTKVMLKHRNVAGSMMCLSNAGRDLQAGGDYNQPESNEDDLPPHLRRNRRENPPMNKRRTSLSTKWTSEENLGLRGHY
GLD-1 TGE inh = GLD-1-TGE RNA interaction inhibition (C. elegans); purified GLD-1 + fluorescein TGE RNA, fluorescence polarization; inhibition, % at 5.96 µM; 320,000 tested, 0.44% active; AID 2280;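 active = percent inhibition above a per-plate cutoff, the plate mean of test compounds plus 3 SD, cut at about 30% in these data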;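 note: 0% = DMSO wells with GLD-1 and probe and 100% = wells lacking GLD-1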
VLA-4 inh = inhibition in a human VLA-4 binding assay; P13612; VLA-4 expressing cells, ligand binding flow cytometry; inhibition, % (about 7 µM as worked out from the volumes in the protocol); 330,000 tested, 0.2% active; AID 2557; in the data active = inhibition above about 50%
Fam108B inh = blocks mouse Fam108B hydrolase in RBBP9 counter-screen | recombinant Fam108B, FP-Rh probe fluorescence polarization | inhibition, % at 9.51 µM | 300,000 tested, 0.33% active | AID 1947;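 active = inhibition above the screen mean inhibition plus 3 SD, computed separately per campaign, cut at about 18% in these data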;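 note: inhibitors lower polarization as less probe binds the enzyme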
Bcl-xL primary = blocks human Bcl-xL binding to Bim BH3 peptide; Q07817; GST-Bcl-xL / FITC-Bim BH3 peptide fluorescence polarization; inhibition, % at 10.9 µM; 320,000 tested, 0.7% active;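 active = inhibition above the mean of all tested compounds plus 3 SD, cutoff set per campaign, cut at about 30% in these data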;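 note: 0% = DMSO wells and 100% = unlabeled Bim-BH3 peptide competitor; inhibitors lower millipolarization by displacing the labeled peptide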
* hit, by the source's call; . = not tested or not shown; [ ] = remark or other dose.

SMILES	MCL1 BIM primary	GRK2 aptamer HTS	CIT2 TOR yeast	AGP1-GFP MLPCN	MEX-5 binding	GLD-1 TGE inh	VLA-4 inh	Fam108B inh	Bcl-xL primary
O=C(Nc1ccccc1N1CCOCC1)c1ccc([N+](=O)[O-])s1	.	7	84	89	.	4	-11	.	.
Cn1c(=O)n(C)c2cc(S(=O)(=O)NCc3ccccc3)ccc21	-1	2	113	112	-0.6	3	1	7	1
COc1ccc2c(c1)O[C@H](c1ccc3c(c1)OCO3)[C@@H](O)C2=O	-6	3	83	81	-1.9	-2	7	0	-3
CCOc1ccc(C2/C(=C(\O)c3ccc4c(c3)OCCO4)C(=O)C(=O)N2CCCN2CCOCC2)cc1 (centres undefined)	5	0	98	103	0.0	2	6	-6	4
CCN(CC)C(=O)[C@H]1CC(CC(=O)NCCCOC)C(=O)N2CCc3c([nH]c4ccccc34)[C@]12C (some centres undefined)	.	9	93	89	.	0	-7	.	.
O=C(NCc1nc2ncc(Br)cc2[nH]1)c1ccccc1	13	0	97	99	0.3	3	-8	2	12
COc1ccc(N2CCN(CC(O)COC(c3ccccc3)c3ccccc3)CC2)cc1 (centres undefined)	-4	2	104	102	-1.1	4	8	0	2
COc1ccc(Cl)cc1S(=O)(=O)NC(C)C(=O)NCCCn1ccnc1 (centres undefined)	1	1	86	91	0.6	0	3	-3	0
CN1C(=O)[C@@H]2[C@H](C1=O)[C@@H]1C(=O)Nc3ccccc3C(=O)N1[C@@H]2c1ccc(F)cc1	16	0	98	82	-4.3	10	-13	6	14
N#CC(C#N)=C1NC2(CCCC2)Cc2ccccc21	3	5	105	101	1.3	2	15	0	2
CN(C)CCC1CCN(c2cc(C#N)c(C#N)cc2[N+](=O)[O-])CC1	-11	0	112	107	1.4	-7	6	-5	-5
CCOc1ccc(CCNC(=O)COC(=O)CNS(=O)(=O)c2ccc(C)cc2)cc1OCC	-29	3	96	100	-3.1	5	8	1	-7
CCCn1c(SCC(=O)NC2CCCc3ccccc32)n[nH]c1=O (centres undefined)	4	0	96	98	1.1	-1	-1	0	7
O=C(Nc1ccc(F)cc1)C(c1ccccc1)N1CCN(C(=O)c2ccco2)CC1 (centres undefined)	3	14	86	88	-1.5	11	-3	4	7
O=C(Nc1nnc(C2=COCCO2)o1)c1ccc(S(=O)(=O)N2CCOCC2)cc1	3	5	105	107	0.3	-4	-34	3	7
O=C(COC(=O)Cc1ccccc1[N+](=O)[O-])Nc1nnc(-c2ccccc2)o1	0	0	97	99	-2.4	1	0	-1	-4
Cc1ccc(C(=O)Nc2ccc(N3CCCC3)cc2)c(C)c1	6	2	85	95	-0.7	1	-14	0	1
Oc1ccc(/C=N/NC(=S)NC2CC3CCC2C3)cc1 (centres undefined)	-1	2	107	103	-2.5	5	11	1	1
CCOc1ccc(S(=O)(=O)c2c(C(=O)c3ccccc3)cnc3cc4c(cc23)OCCO4)cc1	6	2	96	96	-1.0	7	-13	-3	3
NS(=O)(=O)c1cccc(NC(=O)COc2ccc([N+](=O)[O-])cc2)c1	4	1	102	108	1.8	4	11	0	6
COc1ccc(CNC(=O)CNS(=O)(=O)c2cccs2)cc1	6	0	106	105	-0.1	4	4	2	7
CC(=O)Nc1ccc(Nc2cc(C)nc(Nc3ccc(NC(C)=O)cc3)n2)cc1	-11	0	93	97	.	5	-7	.	-12
Cc1ccc(NC(=O)CCn2c(=O)oc3ccccc32)c(C)c1	10	0	94	99	-0.2	4	-1	0	6
COc1ccccc1-c1nnc(SCC(=O)Nc2ccc(S(N)(=O)=O)cc2)n1N	0	0	104	101	-1.6	1	18	-2	2
COc1cc(Br)cc(/C=N/N(CCO)C2=NS(=O)(=O)c3ccccc32)c1OC	-5	16	103	104	-2.0	5	7	2	5
COc1ccccc1CNC(=O)C(=O)NCC1OCCN1S(=O)(=O)c1ccc(Br)cc1 (centres undefined)	-12	4	97[may fluoresce red]	102[may fluoresce red]	1.0	-5	0	0	-3
CCCCc1cc(=O)oc2cc(C)cc(OCC(=O)N3CCC(C(N)=O)CC3)c12	7	0	101	108	1.3	-2	-30	3	3
COC(=O)CC1COc2ccccc2N1S(=O)(=O)c1ccc(Br)cc1 (centres undefined)	4	1	111	102	3.3	5	5	0	7
Cc1cc(C)c(C)c(S(=O)(=O)N2CCC(C(=O)NCCCN3CCCC3=O)CC2)c1C	1	0	94	102	.	-4	-3	.	2
Cc1ccc(S(=O)(=O)N2CCCC2)cc1C(=O)NCC(C)(C)N1CCOCC1	-1	0	93	91	.	0	0	.	-3
O=C(Cc1ccc([N+](=O)[O-])cc1)N1N=C(C2CC2)CC1(O)C(F)(F)F (centres undefined)	2	0	86	96	0.2	1	-30	0	9
Clc1ccc(-c2ncc3ccccn23)cc1	2	28	109	99	-2.6	-9	-29	5	1
CCc1nc(Nc2ccccc2)c2nnn(Cc3ccccc3)c2n1	10	0	107	98	2.4	1	9	-9	4
O=C(Nc1cccnc1)c1ccc(S(=O)(=O)N2CCCCCC2)cc1	3	0	106	109	-0.6	8	-5	2	4
CC(C)c1ccc(/C=C(\NC(=O)c2ccccc2)C(=O)NCCCn2ccnc2)cc1	-1	0	103	102	3.4	4	25	1	4
O=C(CSc1c[nH]c2ccccc12)NC1CCCC1	-3	0	97	103	0.0	1	5	0	-1
COc1ccc(N(CC(=O)Nc2ccc(C)c(C)c2)C2=NC3CS(=O)(=O)CC3S2)cc1 (centres undefined)	5	0	79	89	0.8	-2	9	-1	-2
Cc1c(C(=O)NNC(=O)Nc2ccc([N+](=O)[O-])cc2)oc2ccccc12	2	0	107	98	-3.0	1	2	-10	4
CC1(C)Cc2nc3sc4c(SCC(=O)O)ncnc4c3cc2CO1	-3	3	104	103	-1.4	-4	14	0	1
CCOC(=O)Cc1csc(SCC(=O)NC2CCCCC2)n1	-1	0	99	100	-2.4	-3	4	-1	1
O=C(N/N=C/c1cccc(OCc2ccccc2)c1)c1cccs1	-10	0	106	102	1.0	3	3	-35	-5
O=C(Nc1ccc2c(c1)OCCO2)c1cc(F)c(F)cc1Cl	0	0	100	101	1.2	2	-8	-3	6
COC(=O)c1c(NC(=O)c2ccccc2)sc(Cc2ccccc2)c1C	6	6	87	97	2.5	6	-2	-5	4
CC1(OC(=O)c2cccs2)C(=O)C=C2C=C(C3CC3)OC=C2C1=O (centres undefined)	39	0	80	95	-20	35*	20	6	27
CCN(CC)S(=O)(=O)c1ccc2c(c1)N(CC(=O)NCCN1CCOCC1)C(=O)CO2	0	4	112	106	0.6	-2	-7	4	2
N#C/C(=C\c1ccccn1)c1ccccn1	7	0	106	101	3.0	-7	-11	3	5
CCOc1cc2[nH]c(=O)n(Cc3ccc(C(=O)NCCCN4CCCC4=O)cc3)c(=O)c2cc1OCC	0	0	111	104	-2.4	7	4	-2	3
CCOc1ccccc1C(=O)NCc1ccco1	4	50*	93	99	-1.6	1	-4	-3	14
COc1ccc(C(=O)N2CCN(c3ccccn3)CC2)cc1[N+](=O)[O-]	4	3	108	106	1.7	-2	-6	6	6
COc1ccc(C(=O)NC(=S)Nc2ccc(Cl)c(C(=O)O)c2)cc1	7	2	106	104	-1.4	0	8	-2	-2
COCCCNc1nnc(Cc2ccccc2)c2ccccc12	5	3	88	96	0.0	5	-2	6	3
Clc1ccccc1Cc1noc(CN2CCN(Cc3ccccn3)CC2)n1	5	0	96	.	2.5	1	7	-1	9
Oc1ccc(N2CCN(Cc3nc4ccccc4[nH]3)CC2)cc1	24	0	91	94	-0.3	8	-3	-1	16
O=S(=O)(CCc1nnc(-c2ccc(Br)cc2)o1)c1ccc(Cl)cc1	2	4	111	103	0.7	5	4	2	0
Cc1cc(-c2c(C)[nH]n(-c3ccc(Cl)cc3)c2=O)n(-c2ccc(Cl)cc2)n1	-1	0	108	94	-0.2	2	-8	4	4
CCOC(=O)c1cn2nc(Oc3ccc(NC(C)=O)cc3)ccc2n1	1	0	108	112	1.3	6	1	2	5
Cc1ccc(NC(=O)COC(=O)/C=C/c2cccc(Cl)c2)cc1S(=O)(=O)N1CCOCC1	-22	2	104	98	-1.0	6	11	-23	-3
N#Cc1c(N)nc(N2CCCC2)c(C#N)c1-c1ccc(Cl)cc1	7	1	87	97	-0.8	5	-1	-3	5
CCCCn1nc(C(=O)N2CCc3ccccc32)c2ccccc2c1=O	-2	0	84	99	1.7	3	-10	-3	-1

13 compounds already listed, ordered by length of the SMILES, rising:
SMILES	MCL1 BIM primary	GRK2 aptamer HTS	CIT2 TOR yeast	AGP1-GFP MLPCN	MEX-5 binding	GLD-1 TGE inh	VLA-4 inh	Fam108B inh	Bcl-xL primary
O=C(NCc1nc2ncc(Br)cc2[nH]1)c1ccccc1	13	0	97	99	0.3	3	-8	2	12
COc1ccc(CNC(=O)CNS(=O)(=O)c2cccs2)cc1	6	0	106	105	-0.1	4	4	2	7
Oc1ccc(N2CCN(Cc3nc4ccccc4[nH]3)CC2)cc1	24	0	91	94	-0.3	8	-3	-1	16
CC1(C)Cc2nc3sc4c(SCC(=O)O)ncnc4c3cc2CO1	-3	3	104	103	-1.4	-4	14	0	1
COC(=O)c1c(NC(=O)c2ccccc2)sc(Cc2ccccc2)c1C	6	6	87	97	2.5	6	-2	-5	4
O=S(=O)(CCc1nnc(-c2ccc(Br)cc2)o1)c1ccc(Cl)cc1	2	4	111	103	0.7	5	4	2	0
CC1(OC(=O)c2cccs2)C(=O)C=C2C=C(C3CC3)OC=C2C1=O (centres undefined)	39	0	80	95	-20	35*	20	6	27
CN(C)CCC1CCN(c2cc(C#N)c(C#N)cc2[N+](=O)[O-])CC1	-11	0	112	107	1.4	-7	6	-5	-5
Cc1c(C(=O)NNC(=O)Nc2ccc([N+](=O)[O-])cc2)oc2ccccc12	2	0	107	98	-3.0	1	2	-10	4
COc1ccccc1CNC(=O)C(=O)NCC1OCCN1S(=O)(=O)c1ccc(Br)cc1 (centres undefined)	-12	4	97[may fluoresce red]	102[may fluoresce red]	1.0	-5	0	0	-3
CCN(CC)S(=O)(=O)c1ccc2c(c1)N(CC(=O)NCCN1CCOCC1)C(=O)CO2	0	4	112	106	0.6	-2	-7	4	2
CCOc1ccc(C2/C(=C(\O)c3ccc4c(c3)OCCO4)C(=O)C(=O)N2CCCN2CCOCC2)cc1 (centres undefined)	5	0	98	103	0.0	2	6	-6	4
CCN(CC)C(=O)[C@H]1CC(CC(=O)NCCCOC)C(=O)N2CCc3c([nH]c4ccccc34)[C@]12C (some centres undefined)	.	9	93	89	.	0	-7	.	.

An unsorted share of the library; any-hit rate near 2.2%.
